Source: PubChem BioAssay
Mito fusion act – mitochondrial division inhibition or fusion activation. actives 0.23% (n = 320,000). Potency, µM (top dose mostly 46.1 µM), for the others: at the top dose growth rescue (activation), most hits filed as activators. S. cerevisiae fusion-defective mutant growth rescue, CellTiterGlo 48 h;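 note: potency is the fitted concentration of half-maximal effect; % of control where 0% means no effect; nearly all actives have a fitted effect of over 45% in size; temperature-sensitive fusion mutants such as fzo1-1 at 37 °C on non-fermentable ethanol glycerol medium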
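Read-out: ATP-based luminescence (CellTiterGlo, 10 min ambient) reporting growth of fusion-defective ts yeast after 48 hours at 37C on glycerol/ethanol YPEG medium in the presence of compound.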
TCR activator – activates T cell receptor signaling. 330,000 tested, under 10 active. AID 504894. primary human leukocytes, anti-CD3, IL-2 HTRF, 48 h. Potency, µM (doses to about 9.22 µM), for the others: at the top dose activation of IL-2 secretion, actives largely listed as activators; note: % of control where 0% means no effect
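48 hr co-incubation of compounds, a-CD3 beads and primary human leukocytes; IL-2 quantified homogeneously by HTRF with anti-IL-2 K and d2 conjugates.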
uPA generation – blocks generation of uPA at the cell surface; cell surface uPA generation assay, qHTS; Potency, µM (top dose mostly 38.3 µM), without a hit: top-dose activity change, negative = inhibition, actives largely listed as inhibitors; actives 0.31% (n = 330,000); active = well fitted inhibition curve with a large enough effect; inconclusive = small, poorly fitted or top-dose-only effect; inactive = no such curve, though single readings can be large or run the other way; tested in mouse RAW 264.7 cells; note: potency is the fitted concentration of half-maximal effect; % is set by controls: 0 for no effect and ±100 for the full control effect; nearly all actives have a fitted effect of over 55% in size
ELG1 DNA repair – blocks ELG1-dependent DNA repair in HEK293T cells; HEK293T ELG1-luciferase reporter, luminescence, 16 h; DNA damage induced by 5-fluorouridine; Potency, µM (top dose mostly 46.1 µM), for the others: at the top dose activity change, negative = inhibition, most hits filed as inhibitors; actives 2.3% (n = 330,000); AID 504467; note: potency is the fitted concentration of half-maximal effect; % is set by controls: 0 for no effect and ±100 for the full control effect; nearly all actives have a fitted effect of over 55% in size
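Overnight (16 hr) co-exposure of 2,000 cells/well to 5-fluorouridine and compound at 37 °C preceded detection. Luciferase was quantified via ONE-Glo luminescence; loss of signal denotes inhibition.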
TSHR antag – human thyrotropin receptor antagonism. P16473. TSHR-expressing cells, TSH-stimulated cAMP HTRF, 2 h; stronger effect = lower value. activity change, negative = inhibition, % at 11.5 µM. actives 0.2% (n = 330,000);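 active = activity change below a set negative limit, meaning inhibition stronger than a set level, cut at about -70% in these data; inconclusive = activity change between two set negative limits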; note: % is set by controls: 0 for no effect and ±100 for the full control effect
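Read-out is FRET at 665 nm (cryptate excitation 337 nm) from a cryptate-tagged anti-cAMP antibody, competed by cell cAMP against cAMP-d2. Compounds are tested on freshly harvested TSHR cells challenged with 4nM TSH (EC80) for 2 hours at 37 deg C.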
Chronic BCR inh – inhibitors of chronic active B-cell receptor signaling; ABC-DLBCL IkBa-CBG/CBR reporter, luminescence ratio, 4 h; Potency, µM (top dose mostly 46.1 µM), inactives show at the highest dose ratio change, negative = lower green/red ratio, hits mostly inhibitors; actives 0.05% (n = 340,000); active = well fitted inhibition curve with a large enough effect in the signal ratio, with a control signal flat, not every such curve was filed as active; inconclusive = small, poorly fitted or top-dose-only effect, or effect the other way, or a change in a side signal; the % refers to the signal ratio;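 note: potency is the fitted concentration of half-maximal effect; plate controls were basal doxycycline-induced cells for no effect and cells given 10 µM MG132 for full effect; MG132 reads +100%, hits lower the ratio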
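Compounds up to 46 uM were incubated four hours with TMD8 cells whose green CBG68 luciferase is fused to IkappaBalpha; red CBR luminescence normalised the signal, and concentration-effect curves were fitted to fusion, red and ratio data.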
USP2a block – blocks human ubiquitin-specific protease USP2a; O75604; actives 0.01% (n = 330,000); Potency, µM (doses to about 38.3 µM), without a hit: at the highest dose activity change, negative = inhibition, most hits filed as inhibitors; AID 463254; USP2 core, Ub-CHOP2 coupled fluorogenic reporter, 485/531;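 note: potency is the fitted concentration of half-maximal effect; plate controls were DMSO wells for no effect and full inhibition by NEM control for full effect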
Target sequence (O75604 whole entry, looked up): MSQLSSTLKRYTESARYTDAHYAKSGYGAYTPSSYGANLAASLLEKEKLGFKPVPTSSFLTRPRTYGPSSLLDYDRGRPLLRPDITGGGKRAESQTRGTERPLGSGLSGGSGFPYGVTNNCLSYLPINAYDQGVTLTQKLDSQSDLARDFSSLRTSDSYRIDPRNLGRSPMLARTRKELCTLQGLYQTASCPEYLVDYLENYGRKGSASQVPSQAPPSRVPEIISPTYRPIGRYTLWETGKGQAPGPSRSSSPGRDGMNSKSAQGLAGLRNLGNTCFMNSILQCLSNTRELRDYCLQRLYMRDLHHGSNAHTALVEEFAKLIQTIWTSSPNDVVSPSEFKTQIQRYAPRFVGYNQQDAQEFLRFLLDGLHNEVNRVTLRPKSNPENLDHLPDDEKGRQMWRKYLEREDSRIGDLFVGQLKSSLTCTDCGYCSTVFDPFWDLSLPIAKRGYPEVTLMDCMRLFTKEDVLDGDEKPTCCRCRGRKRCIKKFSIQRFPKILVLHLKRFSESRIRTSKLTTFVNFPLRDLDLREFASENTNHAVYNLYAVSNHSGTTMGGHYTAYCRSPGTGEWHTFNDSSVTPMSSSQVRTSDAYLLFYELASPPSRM
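Deubiquitinase activity read as fluorescence (485/531 nm) after Ub-CHOP2 cleavage activates the enterokinase reporter on its substrate; USP2 core 10nM, Ub-CHOP2 and substrate 25nM each, 30min compound preincubation then 60min RT; data normalized to NEM, curves fitted.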
Eya2 inh – inhibitors of human Eya2 phosphatase activity | actives 0.006% (n = 330,000) | O00167 | Potency, µM (highest dose often 76.9 µM), without a hit: top-dose activity, negative = inhibition, hits mostly inhibitors | recombinant Eya2, OMFP fluorescence dephosphorylation (OMFP is methylfluorescein phosphate); note: potency is the fitted concentration of half-maximal effect; % is set by controls: 0 for no effect and ±100 for the full control effect
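Eya2 (0.2 uM) preincubated 10 min at ambient with compound, then OMFP substrate added at 50 uM; 10 min reaction in 50 mM HEPES pH 7.5, 50 mM NaCl, 5 uM MgCl2, 0.05% BSA, 1 mM DTT. Fluorescence read at Ex 485/Em 525 nm.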
PTAP TSG101 blk – blocks PTAP/TSG101 interaction to inhibit HIV-1 budding | AID 493005 | Fluorescence polarization, FITC-PTAP peptide / Tsg101 binding | Potency, µM (highest dose often 115 µM), without a hit: top-dose activity change, negative = inhibition, most hits filed as inhibitors | 340,000 tested, under 10 active; active = well fitted inhibition curve with a large enough effect in the main read-out, with a control signal flat, not every such curve was filed as active; inconclusive = small, poorly fitted or top-dose-only effect, or effect the other way, or a change in a side signal; inactive = no such curve, though single readings can be large or run the other way; note: potency is the fitted concentration of half-maximal effect; % of control where 0% means no effect
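Fluorescence polarization binding of Tsg101 binding domain (10 uM final) to FITC-labeled PTAP peptide (50 nM final) in HEPES pH 7.5 buffer with NaCl, Tween 20, EDTA, TCEP. Compounds added before peptide; binding 20 min at RT.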
Tb PFK inh – inhibitors of T. brucei phosphofructokinase | actives 0.17% (n = 330,000) | Potency, µM (top dose mostly 57.5 µM), inactives show top-dose activity, negative = inhibition, hits mostly inhibitors | T. brucei PFK, ADP-Glo luminescence | AID 485367;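 note: potency is the fitted concentration of half-maximal effect; 0% = uninhibited 1x PFK enzyme wells and -100% = no-enzyme wells; nearly all actives have a fitted effect of over 60% in size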
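Activity is normalized to no-enzyme wells (full inhibition) and 1.25 nM enzyme wells (no inhibition). Reaction: 0.5 mM F6P, 0.1 mM ATP, 45 min RT, ADP-Glo luminescence; concentration-response curves fitted and classed by quality.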
B2AR arrestin – beta2AR (human) beta-arrestin recruitment activity; P07550; beta-arrestin recruitment to beta2AR, cell-based reporter; Potency, µM (titrated, usually from 46.1 µM), for inactives: at the top dose activation, hits mostly activators; actives 0.02% (n = 330,000); AID 492947;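 note: potency is the fitted concentration of half-maximal effect; 0% = DMSO controls and full agonism = EC100 isoproterenol or metaproterenol; nearly all actives have a fitted effect of over 65% in size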
Target sequence (P07550 whole entry, looked up): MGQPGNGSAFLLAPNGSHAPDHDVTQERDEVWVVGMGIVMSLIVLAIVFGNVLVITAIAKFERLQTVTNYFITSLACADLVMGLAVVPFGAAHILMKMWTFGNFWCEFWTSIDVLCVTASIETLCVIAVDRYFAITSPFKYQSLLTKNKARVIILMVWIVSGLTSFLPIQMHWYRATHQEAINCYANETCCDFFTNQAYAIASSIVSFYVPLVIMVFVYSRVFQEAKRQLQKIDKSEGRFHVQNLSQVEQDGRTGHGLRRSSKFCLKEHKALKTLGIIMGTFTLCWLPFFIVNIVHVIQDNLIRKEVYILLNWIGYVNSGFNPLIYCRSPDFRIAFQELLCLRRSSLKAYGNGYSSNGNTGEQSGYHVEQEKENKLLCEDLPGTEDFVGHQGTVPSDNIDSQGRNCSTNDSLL
* marks the source's active call; other numbers are inactive results; u = inconclusive; x = not tested or not shown; [ ] = dose if it differs, or a comment. Unless noted, calls come from the whole dose curve; as a rule, active = well fitted curve in the direction sought with a large enough effect; inconclusive = small, poorly fitted or top-dose-only effect, or another doubt; inactive = no such curve, though single readings can be large; an effect the other way counts as inactive or inconclusive.

SMILES	Mito fusion act	TCR activator	uPA generation	ELG1 DNA repair	TSHR antag	Chronic BCR inh	USP2a block	Eya2 inh	PTAP TSG101 blk	Tb PFK inh	B2AR arrestin
Cn1cc(S(=O)(=O)NC[C@H]2O[C@@H](n3cnc4c(N)ncnc43)[C@H](O)[C@@H]2O)cn1	x	-2.7%[46.1 µM]	11.6%	u	28.3	u	3.3%	4.0%	-6.2%	-0.6%	-0.5%
NC1=NC(=O)/C(=C\c2ccsc2)S1	-6.1%	1.3%	1.8%	-1.7%	-13.9	u	6.7%	-1.1%	-0.2%	-6.9%	0.0%
Cc1cccc(Nc2nnc(SCC(=O)Nc3ccccc3[N+](=O)[O-])s2)c1C	29.1%	1.0%[46.1 µM]	4.0%	u	u	-4.6%	-9.7%	-7.3%	-2.2%	1.1%	-1.8%
O=C(Nc1ccccc1)Nc1ccc(Br)c(Cl)c1	5.6%	6.3%[46.1 µM]	-1.2%	9.6%	u	u	-2.7%	-0.5%	1.3%	-18.5%	-0.5%
O=C(COc1cccc2ccccc12)N/N=C/c1ccccc1OCc1ccc(C(=O)O)cc1	18.5%	x	5.4%	-2.1%	-16.4	u	0.5%	9.9%	0.8%	-1.9%	-0.2%
C/C=C/C=C/C(=O)N1CC2(CC(c3cccc(NC(=O)CCCCC)c3)=NO2)C[C@H]1C(N)=O (some centres not stated)	-1.0%	-3.3%	1.6%	-19.5%	1.5	-0.4%	8.5%	-9.6%	-8.6%	u	-0.2%
CC(=O)c1ccc(N2CCN(C(=O)C3CCN(S(=O)(=O)c4ccc5c(c4)CC(C)N5C(C)=O)CC3)CC2)cc1 (configuration not stated)	4.6%	2.5%	-16.8%	-5.8%	2.0	1.2%	0.7%	6.7%	3.1%	1.6%	0.8%
O=C(Nc1cccc(C(F)(F)F)c1)c1ccc(Cn2cc(Br)cn2)o1	-0.9%	-0.5%	0.0%	u	-22.4	14.6%	-1.7%	-7.5%	-8.4%	8.2%	-0.5%
N#CCCN(C(=O)Nc1ccccc1)c1ccccc1	-1.3%	5.7%	-0.2%	5.2%	-8.1	u	0.9%	9.0%	-3.5%	5.3%	0.0%
COc1cc(OC)c(NC(=S)Nc2cccc(C)c2)cc1Cl	-1.5%	1.4%[46.1 µM]	-0.3%	4.1%	5.8	8.8%	-4.2%	-3.8%	-6.2%	1.2%	0.2%
CCOC(=O)C1CCN(C(=O)Cn2nc(CC)n3cccc3c2=O)CC1	8.1%	-4.0%	-4.8%	-4.5%	0.5	1.5%	1.7%	5.5%	-2.8%	-5.7%	-0.4%
Cc1cccc(NC(=O)C2CCCN2S(=O)(=O)c2ccc(F)cc2)c1C (configuration not stated)	3.4%	8.6%	2.3%	-3.4%	20.8	3.8%	-0.8%	-11.0%	-7.8%	-6.0%	-0.5%
Cc1ccc(-n2c(Cn3cnc4ccccc43)nnc2SCC(=O)O)cc1	-0.4%	-1.7%[46.1 µM]	-1.5%	6.6%	2.2	u	-0.5%	2.8%	-0.6%	-4.7%	-0.2%
O=C(NNc1nc2ccccc2s1)c1ccc(F)cc1	2.8%	-13.1%[46.1 µM]	0.7%	u	-4.8	u	-0.3%	3.3%	-1.4%	-5.8%	0.0%
COC(=O)C1=C(CSc2nc3ccccc3o2)NC(=O)NC1c1cc(C)ccc1C (configuration not stated)	29.0%	-28.4%	-8.2%	-20.6%	6.9	u	-1.1%	-10.3%	-0.4%	-0.9%	-0.3%
COc1ccc(NC(=S)N(CCC(C)C)C2CCN(C(C)C)CC2)cc1Cl	-14.7%	1.4%	4.2%	-16.0%	2.6	-19.6%	0.3%	6.2%	-3.2%	u	-0.6%
CCOC(=O)C1(Cc2ccc(OC)cc2)CCN(C(=O)c2cc3ccccc3[nH]2)CC1	15.5%	x	-17.8%	-29.3%	-10.3	u	-7.4%	18.6%	1.4%	-1.4%	0.5%
Cc1cc(C)cc(NC(=O)CCCN2C(=O)C(c3ccccc3)Oc3cccnc32)c1 (configuration not stated)	-0.7%	-3.5%	13.5%	-15.4%	-13.7	u	2.7%	-2.2%	-9.1%	-4.5%	-0.2%
S=c1[nH]nc(-c2ccccn2)n1/N=C/c1ccccc1	-3.1%	-6.1%[46.1 µM]	-2.4%	-1.3%	4.0	0.5%	3.3%	0.4%	-1.5%	-0.7%	0.1%
CC12CN3CC(C)(CN(C1)C3c1cc3ccccc3[nH]1)C2=O (configuration not stated)	-6.8%	4.4%	4.1%	-6.4%	-1.6	0.4%	0.7%	-13.1%	-3.1%	1.8%	-0.7%
Cc1ccc(S(=O)(=O)N(C)C)cc1NC(=O)COC(=O)/C=C/c1cnc2ccccc2n1	-8.7%	-3.2%	-26.6%	13.8%	-10.7	11.8%	2.3%	1.3%	-0.2%	-3.1%	0.2%
Cc1cccc(OCCC(=O)N(C)CC(=O)Nc2cccc3ccccc23)c1	6.1%	1.3%[46.1 µM]	12.1%	-18.0%	-7.5	-4.0%	1.9%	-11.8%	-5.4%	-1.6%	-0.4%
COc1ccc(NC(=O)CN(C)C(=O)c2c(-c3c(F)cccc3Cl)noc2C)cc1	-0.6%	1.2%	8.8%	12.3%	0.9	0.8%	2.8%	9.4%	-1.4%	5.6%	0.2%
CCN(Cc1ccccc1)C(=O)c1ccc2c(=O)n3c(nc2c1)CCC3	-2.6%	6.6%	2.7%	15.9%	1.3	12.8%	0.0%	-24.2%	0.1%	-8.2%	-0.3%
O=C(NCc1ccccc1)C(c1ccccc1)N(Cc1cccs1)C(=O)c1cnccn1 (configuration not stated)	2.8%	0.5%	-1.4%	u	22.2	10.4%	-1.0%	6.8%	-0.9%	-3.3%	-0.2%
SMILES	Mito fusion act	TCR activator	uPA generation	ELG1 DNA repair	TSHR antag	Chronic BCR inh	USP2a block	Eya2 inh	PTAP TSG101 blk	Tb PFK inh	B2AR arrestin
Cc1ccc(NS(=O)(=O)c2cc3c4c(cccc4c2)C(=O)NC3=O)cc1	5.3%	-16.9%	-10.2%	u	-0.6	4.2%	-2.4%	-2.3%	-3.8%	0.2%	-0.1%
Cc1ccc(S(=O)(=O)N2CCOCC2)cc1NC(=O)COC(=O)COc1ccccc1[N+](=O)[O-]	x	-0.8%[46.1 µM]	1.3%	3.5%	3.9	3.4%	1.2%	4.2%	-0.7%	0.9%	0.0%
Cc1cc(SCC(=O)N/N=C/c2ccc(O)cc2O)nc2ccccc12	-0.1%	1.5%	-12.2%	2.0%	-22.8	u	1.9%	5.0%	3.5%	0.5%	3.3%
CSc1ccccc1NC(=O)c1ccccc1C	0.3%	0.1%	-11.9%	2.4%	6.9	3.5%	10.0%	8.4%	-7.3%	-5.2%	-0.1%
Cc1ccc2c(c1)N(CC(=O)N1CCOCC1)C(=O)CO2	-5.9%	0.6%	2.6%	3.0%	1.8	-0.9%	3.4%	-24.2%	-5.0%	0.0%	-0.7%
CCc1cc2ccc(C)c(C)c2nc1SCC(=O)Nc1cc(C)on1	-1.3%	0.2%	5.5%	-7.9%	25.0	-4.0%	0.7%	1.0%	-1.9%	-4.9%	-0.2%
O=C(CCc1nc2ccccc2s1)NCc1ccccc1F	-1.1%	1.6%	-9.6%	u	-3.9	22.1%	0.0%	u	-6.5%	-18.0%	0.0%

Arranged by SMILES length (lowest first): some entries from above
SMILES	Mito fusion act	TCR activator	uPA generation	ELG1 DNA repair	TSHR antag	Chronic BCR inh	USP2a block	Eya2 inh	PTAP TSG101 blk	Tb PFK inh	B2AR arrestin
Cc1ccc2c(c1)N(CC(=O)N1CCOCC1)C(=O)CO2	-5.9%	0.6%	2.6%	3.0%	1.8	-0.9%	3.4%	-24.2%	-5.0%	0.0%	-0.7%
Cc1ccc(NS(=O)(=O)c2cc3c4c(cccc4c2)C(=O)NC3=O)cc1	5.3%	-16.9%	-10.2%	u	-0.6	4.2%	-2.4%	-2.3%	-3.8%	0.2%	-0.1%
Cc1ccc(S(=O)(=O)N2CCOCC2)cc1NC(=O)COC(=O)COc1ccccc1[N+](=O)[O-]	x	-0.8%[46.1 µM]	1.3%	3.5%	3.9	3.4%	1.2%	4.2%	-0.7%	0.9%	0.0%
